EWS-Fli inh: blocks EWS/Fli oncoprotein-driven transcription | A673 NR0B1-luciferase reporter, viability-normalised | inhibition, % at 12.6 µM | 0.67% of 350,000 active | AID 651661;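 active = mean inhibition of at least 50% after viability correction, with every replicate also passing that limit; inconclusive = mean reaches 50% but only one of two replicates passes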;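 note: firefly luciferase signal divided by Alamar Blue viability fluorescence both relative to DMSO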
esBAF inh: inhibitors of esBAF chromatin remodeling in mouse ES cells; Bmi1-luciferase knock-in reporter, 24 h; 100% = twice the neutral-well signal; reporter increase, % at 12.5 µM; 2% of 350,000 active; AID 602393; in the data active = activation above about 40%; inconclusive = no clear call, values can overlap the other calls;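 note: 0% = median of the plate's neutral control wells and 100% = double that signal; a rise in the Bmi1 reporter signal indicates esBAF inhibition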
E-selectin induc: E-selectin induction on HUVECs; P16581; HUVEC E-selectin immunofluorescence imaging; normalized: neutral wells 0, TNF-alpha wells 100; activation, % at 7.58 µM; 0.37% of 260,000 active; AID 686992;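 active = mean E-selectin-positive cell signal at least 10% of the positive control, reached in at least 60% of replicates, without over 20% cell loss; inconclusive = no rule given, readout overlaps actives, possibly toxicity-flagged; inactive = the rest, including those meeting only one limit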;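 note: in these data hits start at about 27%; measured in HUVEC primary endothelial cells; signal is the percent of cells scored E-selectin positive by PE staining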
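Test system: HUVEC; input: 3,000 HUVEC/well; measured by: immunofluorescence imaging; read-out: % PE-positive cells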
FN deposit inh: fibronectin deposition inhibition | AH1F fibroblasts, Alexa488-fibronectin deposition fluorescence, overnight | inhibition, % at 12.6 µM | 0.086% of 350,000 active | AID 743247;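 active = mean inhibition across replicates of 30% or more, regardless of how many single replicates reach that level; inconclusive = mean under 30% yet at least half of replicates reach 30%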;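 note: positive control wells lacked labelled fibronectin entirely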
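test system = AH1F fibroblasts assembling fluorescent fibronectin matrix | quantity = 10000 AH1F cells per well | buffer or medium = DMEM plus 2% serum, read in PBS | doses = single dose, pinned | incubation = 1 h cell attachment, overnight exposure to compound and label | detection = fluorescence at 485 nm excitation, 525 nm emission | read-out basis = inhibition from reduced deposited-fibronectin fluorescence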
RAD52 anneal inh: RAD52 (human) annealing inhibition. recombinant RAD52 DNA annealing, FRET fluorescence. AID 651710. P43351. 0.46% of 360,000 active. inhibition, % at 18.7 µM;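 active = every replicate showing at least 50% inhibition; inconclusive = mean inhibition at least 50% but not in every replicate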
RAD54 inh: inhibitors of human RAD54 branch migration | 0.14% of 360,000 active | RAD54 Holliday junction branch migration, FAM/BHQ fluorescence | AID 602329 | inhibition, % at 10.4 µM | Q92698;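 active = mean normalized replicate activity at least 40 and at least half of replicates scoring 40 or more; inconclusive = only one of the two criteria met; inactive = mean below 40 and under half of replicates reaching 40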;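 note: 0% = median of neutral control wells and 100% = median of positive control wells; inhibitors cause a drop in the FAM fluorescence signal; in these data hits start at about 50%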
Target sequence (Q92698 whole entry, looked up): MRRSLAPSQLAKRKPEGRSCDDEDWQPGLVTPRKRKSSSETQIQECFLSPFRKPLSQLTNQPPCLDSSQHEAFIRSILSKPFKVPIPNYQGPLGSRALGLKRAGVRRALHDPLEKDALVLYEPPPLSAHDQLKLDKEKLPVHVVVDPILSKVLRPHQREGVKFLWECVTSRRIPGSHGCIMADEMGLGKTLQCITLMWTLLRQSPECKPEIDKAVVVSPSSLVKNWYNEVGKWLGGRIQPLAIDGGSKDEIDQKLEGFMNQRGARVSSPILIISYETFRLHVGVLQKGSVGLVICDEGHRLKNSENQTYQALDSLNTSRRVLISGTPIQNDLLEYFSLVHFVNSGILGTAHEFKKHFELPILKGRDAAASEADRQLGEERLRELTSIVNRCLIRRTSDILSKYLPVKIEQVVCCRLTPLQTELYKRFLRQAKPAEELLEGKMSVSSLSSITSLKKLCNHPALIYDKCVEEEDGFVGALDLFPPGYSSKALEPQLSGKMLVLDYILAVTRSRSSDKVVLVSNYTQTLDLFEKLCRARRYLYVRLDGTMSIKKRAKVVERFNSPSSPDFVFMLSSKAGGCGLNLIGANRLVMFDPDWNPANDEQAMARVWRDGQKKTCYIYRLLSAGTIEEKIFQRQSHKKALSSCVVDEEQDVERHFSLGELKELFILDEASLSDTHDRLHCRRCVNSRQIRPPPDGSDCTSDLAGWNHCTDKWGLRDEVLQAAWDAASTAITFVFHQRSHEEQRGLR
Xi reactivation: X-chromosome reactivation activator. XiGFP mouse fibroblasts, % GFP-positive cells imaging, 3 d; cells co-treated with 5-aza-dC sensitizer; scaled so ellipticine positive control = 100%. activation, % at 7.58 µM. 0.055% of 360,000 active;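 active = mean normalized replicate activation at least 10% and every replicate at or above 10%; inconclusive = only one of the two criteria met; inactive = mean below 10% and not all replicates reach 10%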;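 note: 0% = median of on-plate neutral control wells and 100% = ellipticine 6 µM median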
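Schedule: 3 d treatment, 15 min room-temperature fixation; system: 68-5-11 XiGFP fibroblast line; buffer or medium: DMEM plus 5-aza-dC sensitizer; control set: ellipticine 6 µM positive control; compound: one concentration, pinned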
S100A4 inh HTS: inhibitors of human S100A4 binding to myosin IIA peptide. S100A4/TAMRA-MyoIIA peptide fluorescence polarization. 0.14% of 360,000 active. P26447. inhibition, % at 10.7 µM;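 active = mean inhibition of at least 70% across replicates, with every replicate also reaching that level; inconclusive = mean inhibition reaches 70% but some replicates fall short; inactive = mean inhibition below 70%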
Target sequence (P26447 whole entry, looked up): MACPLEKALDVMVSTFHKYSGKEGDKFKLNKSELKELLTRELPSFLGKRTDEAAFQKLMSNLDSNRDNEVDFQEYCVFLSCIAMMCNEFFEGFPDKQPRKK
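Assay system: human S100A4 monomer with TAMRA-labelled myosin IIA peptide / Buffer or medium: Calcium-containing HEPES buffer, pH 7.2 / Reagent: TAMRA-labelled myosin IIA heavy-chain peptide probe, 5 nM / Compound: one dose per compound / Timing: polarization read 5 min after assay mix addition, stable 5–60 min / Benchmarks: neutral control DMSO, positive control TFP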
* hit, by the source's call.

For Cc1ccc(C2(c3ccccc3)NC(=O)N(CC(=O)N(C)C3CCS(=O)(=O)C3)C2=O)cc1C (configuration not stated) the results were EWS-Fli inh -4, esBAF inh 0, E-selectin induc 0.1, FN deposit inh -13, RAD52 anneal inh -3, RAD54 inh 9, Xi reactivation 0.2 and S100A4 inh HTS 0.
For CC(C)CC(=O)c1c[nH]c(C(=O)N2CCN(Cc3ccccc3)CC2)c1 the results were EWS-Fli inh 3, RAD52 anneal inh -1, Xi reactivation 0.0 and S100A4 inh HTS 0.
`CC1CN(C(=O)CCS(=O)(=O)c2ccccc2)CC(C)O1` (configuration not stated) gave EWS-Fli inh -12, esBAF inh 15, E-selectin induc 0.0, FN deposit inh 1, RAD52 anneal inh -2, RAD54 inh 2, Xi reactivation 0.1 and S100A4 inh HTS -3.
`CCOc1cc(C(=O)N/N=C/c2ccoc2)cc(OCC)c1OCC` gave EWS-Fli inh 4, E-selectin induc 0.0, FN deposit inh -4, RAD52 anneal inh -11, RAD54 inh 2, Xi reactivation 0.2 and S100A4 inh HTS 0.
Screening CCOc1ccc(-n2c(CCc3ccccc3)n[nH]c2=S)cc1 returned EWS-Fli inh 2, RAD52 anneal inh -9, Xi reactivation 0.0 and S100A4 inh HTS -2.
For Cc1ccccc1SCC(=O)NCC1(N2CCCCC2)CCCCC1 the results were EWS-Fli inh -4, esBAF inh 3, E-selectin induc -0.5, RAD52 anneal inh -172, RAD54 inh 3, Xi reactivation 0.3 and S100A4 inh HTS -23.
`C[C@H]1CN([C@@H](C)CO)C(=O)c2cc(NS(C)(=O)=O)ccc2O[C@@H]1CN(C)S(C)(=O)=O` gave EWS-Fli inh -6, esBAF inh -4, E-selectin induc 0.0, RAD52 anneal inh 2, RAD54 inh -1, Xi reactivation 0.7 and S100A4 inh HTS -1.
Screening CC(C)NC(=O)N(C)C[C@@H]1OCCCC[C@H](C)Oc2ccc(NC(=O)Nc3ccc4c(c3)OCO4)cc2C(=O)N([C@@H](C)CO)C[C@H]1C returned EWS-Fli inh -23, esBAF inh 22, E-selectin induc -0.2, RAD52 anneal inh 13, RAD54 inh -4, Xi reactivation -0.7 and S100A4 inh HTS 16.
O=C(Nc1cccc(Cl)c1)OC1CCCCc2cccnc21 (configuration not stated) was read as EWS-Fli inh 15, E-selectin induc 5.0, FN deposit inh 0, RAD52 anneal inh -3, Xi reactivation 0.1 and S100A4 inh HTS 17.
`N#Cc1ccc(NC(=O)CSc2nc3[nH]c(=O)cc(O)c3s2)cc1` gave EWS-Fli inh 3, esBAF inh -1, FN deposit inh 14, RAD52 anneal inh -45, RAD54 inh -11, Xi reactivation 0.0 and S100A4 inh HTS 1.
CN(CC(=O)Nc1ccc(F)cc1)C(=O)COC(=O)C1=COCCO1 was read as EWS-Fli inh -9, FN deposit inh -13, RAD52 anneal inh -4, Xi reactivation -0.1 and S100A4 inh HTS -4.
For C[C@@H]1CN([C@H](C)CO)C(=O)c2cccc(NS(=O)(=O)c3ccccc3)c2O[C@H]1CN(C)S(=O)(=O)c1ccccc1 the results were EWS-Fli inh -5, esBAF inh -4, E-selectin induc 0.3, RAD52 anneal inh 9, RAD54 inh -3, Xi reactivation -0.4 and S100A4 inh HTS 4.
CN1C[C@H]2[C@@H](c3ccccc31)[C@@H](CO)N2C(=O)c1ccccn1 was read as EWS-Fli inh -81, esBAF inh inconclusive, E-selectin induc 0.3, RAD52 anneal inh -6, RAD54 inh -5, Xi reactivation 0.3 and S100A4 inh HTS 13.
COc1ccc(NC(=O)Nc2ccc3c(c2)CC(=O)N([C@@H](C)CO)C[C@@H](C)[C@H](CN(C)S(=O)(=O)c2ccc(C)cc2)O3)cc1 was read as EWS-Fli inh -6, E-selectin induc 1.9, RAD52 anneal inh 26, Xi reactivation 0.1 and S100A4 inh HTS -7.
Screening CCOC(=O)C1(Cc2ccccc2C)CCCN(C(=O)CCc2cccnc2)C1 (configuration not stated) returned EWS-Fli inh -32, E-selectin induc -0.8, FN deposit inh 7, RAD52 anneal inh -10, Xi reactivation -0.2 and S100A4 inh HTS -6.
COc1ccc(NC(=O)N(C)C[C@@H]2Oc3c(cccc3N(C)C)C(=O)N([C@@H](C)CO)C[C@@H]2C)cc1 was read as EWS-Fli inh -4, esBAF inh 6, RAD52 anneal inh -6, RAD54 inh 1, Xi reactivation -0.6 and S100A4 inh HTS 1.
`COc1ccc(CCNC(=O)CC(=O)NCCc2ccc(OC)cc2)cc1` gave EWS-Fli inh -6, esBAF inh -3, E-selectin induc 0.2, FN deposit inh -12, RAD52 anneal inh -6, RAD54 inh 1, Xi reactivation 0.2 and S100A4 inh HTS 5.
`CN(C)C1=NCCN1CC1CCCC1` gave EWS-Fli inh 13, esBAF inh 0, E-selectin induc -0.2, FN deposit inh 1, RAD52 anneal inh -6, RAD54 inh 0, Xi reactivation 0.1 and S100A4 inh HTS 8.
Screening CCN1CCN(CCCN(Cc2ccco2)C(=S)Nc2ccc(Cl)c(C)c2)CC1 returned EWS-Fli inh 7, E-selectin induc -2.0, FN deposit inh -13, RAD52 anneal inh 0, Xi reactivation 0.2 and S100A4 inh HTS -3.
`CCOc1ccccc1NC(=S)Nc1ccc2cn[nH]c2c1` gave EWS-Fli inh -9, FN deposit inh -7, RAD52 anneal inh 11, Xi reactivation 0.2 and S100A4 inh HTS -1.

5 neighbouring records already listed:
For Cc1ccc(C2(c3ccccc3)NC(=O)N(CC(=O)N(C)C3CCS(=O)(=O)C3)C2=O)cc1C (configuration not stated) the results were EWS-Fli inh -4, esBAF inh 0, E-selectin induc 0.1, FN deposit inh -13, RAD52 anneal inh -3, RAD54 inh 9, Xi reactivation 0.2 and S100A4 inh HTS 0.
For CC(C)CC(=O)c1c[nH]c(C(=O)N2CCN(Cc3ccccc3)CC2)c1 the results were EWS-Fli inh 3, RAD52 anneal inh -1, Xi reactivation 0.0 and S100A4 inh HTS 0.
`CC1CN(C(=O)CCS(=O)(=O)c2ccccc2)CC(C)O1` (configuration not stated) gave EWS-Fli inh -12, esBAF inh 15, E-selectin induc 0.0, FN deposit inh 1, RAD52 anneal inh -2, RAD54 inh 2, Xi reactivation 0.1 and S100A4 inh HTS -3.
`CCOc1cc(C(=O)N/N=C/c2ccoc2)cc(OCC)c1OCC` gave EWS-Fli inh 4, E-selectin induc 0.0, FN deposit inh -4, RAD52 anneal inh -11, RAD54 inh 2, Xi reactivation 0.2 and S100A4 inh HTS 0.
Screening CCOc1ccc(-n2c(CCc3ccccc3)n[nH]c2=S)cc1 returned EWS-Fli inh 2, RAD52 anneal inh -9, Xi reactivation 0.0 and S100A4 inh HTS -2.

(further entries)
`CCc1cccc(CC)c1NC(=O)C(NS(=O)(=O)c1cccs1)c1ccccc1` (configuration not stated) gave esBAF inh -3, FN deposit inh 3, RAD54 inh 2 and Xi reactivation 0.0.
Cc1c(C)c2cc(Cl)c(OCC(=O)Nc3ccccn3)cc2oc1=O was read as EWS-Fli inh -13, esBAF inh 11, E-selectin induc -0.3, FN deposit inh 2, RAD52 anneal inh -20, RAD54 inh -3, Xi reactivation -0.2 and S100A4 inh HTS -4.
For CC(=O)Nc1ccc(CN2CCN(Cc3ccc(C)cc3)C(CCO)C2)cc1 (configuration not stated) the results were EWS-Fli inh 0, E-selectin induc -1.2, FN deposit inh -13, RAD52 anneal inh -16, Xi reactivation -0.1 and S100A4 inh HTS 1.
Screening O=C(COC(=O)CCNS(=O)(=O)c1ccccc1)NNC(=O)c1ccccc1 returned EWS-Fli inh -3, esBAF inh 6, FN deposit inh 15, RAD52 anneal inh -13, RAD54 inh -31, Xi reactivation 0.0 and S100A4 inh HTS 2.
For CCOc1ccc2nc(CN3CCN(Cc4ccccc4OCC)C(CCO)C3)ccc2c1 (configuration not stated) the results were EWS-Fli inh 14, esBAF inh -28, E-selectin induc 0.2, FN deposit inh 3, RAD52 anneal inh -32, RAD54 inh 1, Xi reactivation 0.1 and S100A4 inh HTS -12.
Screening COC(=O)c1nc(-c2ccccc2)n[nH]1 returned esBAF inh -3, FN deposit inh 2, RAD52 anneal inh 0, RAD54 inh 3 and S100A4 inh HTS -9.
Screening O=C(O)C[C@H]1C[C@@H]2c3cc(NC(=O)NC4CCCCC4)ccc3O[C@@H]2[C@@H](CO)O1 returned EWS-Fli inh 1, esBAF inh -6, E-selectin induc -0.1, FN deposit inh 3, RAD52 anneal inh -12, RAD54 inh -10, Xi reactivation 0.3 and S100A4 inh HTS -2.
Screening Cc1ccc(NC(=O)C2CCC(N3C(=O)C4CCCCC4C3=O)CC2)cc1 (configuration not stated) returned EWS-Fli inh 7, esBAF inh 5, FN deposit inh 3, RAD52 anneal inh -8, RAD54 inh -5, Xi reactivation 0.2 and S100A4 inh HTS -5.
Screening CC(C)(C)c1ccc(S(=O)(=O)Nc2cccc(C3OCCCO3)c2)cc1 returned EWS-Fli inh -9, E-selectin induc 0.9, FN deposit inh -4, RAD52 anneal inh -4, Xi reactivation 0.3 and S100A4 inh HTS 0.
`CCOC(=O)C1CNc2cc(S(=O)(=O)CC)ccc2O1` (configuration not stated) gave EWS-Fli inh 7, esBAF inh -12, E-selectin induc 5.8, FN deposit inh -3, RAD52 anneal inh -10, RAD54 inh 9, Xi reactivation 0.2 and S100A4 inh HTS -1.
C[C@@H]1CN([C@@H](C)CO)C(=O)c2cccc(N(C)C)c2O[C@H]1CN(C)S(=O)(=O)c1ccc(Cl)cc1 was read as EWS-Fli inh -3, esBAF inh 4, RAD52 anneal inh 14, RAD54 inh -37, Xi reactivation -1.5 and S100A4 inh HTS 14.
Screening Cc1ccc([C@H]2C[C@@H](O)[C@H](n3cc(-c4ccc(F)cc4)nn3)CN2C(=O)c2cccs2)cc1 returned EWS-Fli inh 5, esBAF inh 1, E-selectin induc 1.1, FN deposit inh -5, RAD52 anneal inh 8, RAD54 inh 7, Xi reactivation 0.1 and S100A4 inh HTS 9.
`Cc1ccc(/C(O)=C2/C(=O)C(=O)N(CCCn3ccnc3)C2c2cccnc2)cc1` (configuration not stated) gave EWS-Fli inh -8, esBAF inh -2, E-selectin induc 1.8, FN deposit inh 0, RAD52 anneal inh -13, RAD54 inh -10 and S100A4 inh HTS 10.
COc1ccc(OC)c(S(=O)(=O)N2CCCC(C)C2)c1 (configuration not stated) was read as esBAF inh -1, E-selectin induc -2.5, FN deposit inh -1 and RAD54 inh 18.
`COc1ccc(CN(C)C[C@H]2Oc3ccc(NC(=O)C4CC4)cc3CC(=O)N([C@H](C)CO)C[C@@H]2C)cc1` gave EWS-Fli inh 40, E-selectin induc 0.6, RAD52 anneal inh 0, Xi reactivation -0.6 and S100A4 inh HTS 9.

High-throughput results as filed in PubChem BioAssay.
